Screens: PubChem, several laboratories
GalR3 antagonist: human GalR3 antagonism | HEK293 GalR3-CNG cAMP membrane potential fluorescence; galR3 body fused to GalR1 C-terminus | O60755 | AID 651719 | 360,000 compounds, 0.44% hits | inhibition, % at 3 µM;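 active means inhibition above the screen-wide average plus 3 SD, cut at about 13% in these data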;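 further: forskolin and galanin both at EC90 stimulate the cells; cAMP rise reported by CNG channel membrane potential dye signal; 0% = forskolin plus galanin with DMSO and 100% = forskolin alone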
OXTR agonist: human OXTR agonism; CHO-OTR cells, Fluo-8 calcium fluorescence; normalized: DMSO 0%, oxytocin 100%; AID 2435; 320,000 compounds, 0.32% hits; P30559; activation, % at 3 µM;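 active means activation above the mean of all tested compounds plus 3 SD, cutoff set per screening run, cut at about 20% in these data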;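 further: peak over basal fluorescence ratio from a 100 s FLIPR kinetic read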
IMP-1 inhibitor: inhibitors of Pseudomonas aeruginosa IMP-1 metallo-beta-lactamase | AID 1556 | 290,000 compounds, 0.45% hits | inhibition, % at 5.6 µM | purified IMP-1, nitrocefin hydrolysis, epi-absorbance fluorescence;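 active means inhibition above the mean plus 3 SD of all compounds in the same screening run, cut at about 4.5% in these data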;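 further: 0% = IMP-1 with DMSO and 100% = DMSO wells lacking enzyme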
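System – purified recombinant IMP-1 beta-lactamase · Input – IMP-1 dispensed at 0.2 nM · Timing – 15 min preincubation plus 25 min reaction at 25 °C · Signal – Epi-absorbance fluorescence, 480 nm excitation, 530 nm emission · Measure – percent IMP-1 inhibition derived from blank-referenced optical density · Controls – Enzyme-plus-DMSO low control, enzyme-free DMSO high control · Replication – singlicate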
GPR7 antag: blocks human GPR7 receptor signaling; GPR7-expressing cells, fluorescence antagonist assay; P48145; 290,000 compounds, 1.1% hits; inhibition, % at 4.4 µM; AID 1861; in the data active means inhibition above about 16%, passing the limit was not always enough;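 further: cells stimulated with the agonist NPW; 0% = agonist with vehicle and 100% = vehicle without agonist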
Target sequence (P48145 whole entry, looked up): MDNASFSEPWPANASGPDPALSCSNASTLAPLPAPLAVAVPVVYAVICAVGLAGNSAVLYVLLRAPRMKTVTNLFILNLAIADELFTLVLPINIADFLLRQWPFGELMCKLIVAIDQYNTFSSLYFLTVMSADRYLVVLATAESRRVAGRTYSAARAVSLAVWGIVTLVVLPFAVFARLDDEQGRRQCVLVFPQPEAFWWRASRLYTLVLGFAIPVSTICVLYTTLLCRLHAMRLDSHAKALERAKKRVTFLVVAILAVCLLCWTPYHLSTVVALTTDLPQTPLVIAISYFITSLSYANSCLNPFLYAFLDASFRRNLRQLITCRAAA
FID counter: fluorescent intercalator displacement, NS3 helicase counter-screen | DNA fluorescent intercalator displacement, fluorescence | inhibition, % at 7.9 µM | 290,000 compounds, 0.17% hits | AID 1845; in the data active means inhibition above about 37%;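 further: 0% = vehicle and 100% = reference compound; higher means more ethidium bromide displaced from hairpin DNA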
VIM-2 inh: inhibitors of Pseudomonas aeruginosa VIM-2 metallo-beta-lactamase; purified VIM-2, nitrocefin hydrolysis, epi-absorbance fluorescence; inhibition, % at 5.6 µM; 290,000 compounds, 0.89% hits;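 active means inhibition above the mean of all tested compounds plus 3 SD, cutoff set per screening run, cut at about 7.5% in these data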;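 further: red hydrolysis product quenches plate fluorescence so inhibitors raise well fluorescence; 0% = enzyme with DMSO and 100% = DMSO without enzyme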
PHOSPHO1 inh: PHOSPHO1 (human) inhibition | recombinant PHOSPHO1, absorbance phosphatase assay | 290,000 compounds, 1.1% hits | Q8TCT1 | AID 1565 | inhibition, % at 13.3 µM; in the data active means inhibition above about 60%
Target sequence (Q8TCT1 whole entry, looked up): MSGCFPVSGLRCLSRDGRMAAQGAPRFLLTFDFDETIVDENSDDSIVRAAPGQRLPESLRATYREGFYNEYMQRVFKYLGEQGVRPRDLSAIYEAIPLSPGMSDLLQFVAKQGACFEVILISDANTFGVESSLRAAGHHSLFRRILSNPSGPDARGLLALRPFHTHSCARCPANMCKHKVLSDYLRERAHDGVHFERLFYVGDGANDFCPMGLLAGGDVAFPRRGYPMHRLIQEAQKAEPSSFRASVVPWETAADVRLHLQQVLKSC
V1R ag counter: V1a receptor agonism, counter-screen for OXTR agonists | P37288 | CHO-V1R cells, Fluo-8 calcium fluorescence, agonist mode; 0% DMSO, 100% 3 nM vasopressin | activation, % at 3 µM | 320,000 compounds, 0.25% hits | AID 2797;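 active means activation above the mean activation of all tested compounds plus 3 SD, per screening run, cut at about 20% in these data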;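 further: signal is peak over basal fluorescence ratio across a 100 second FLIPR read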
Target sequence (P37288 whole entry, looked up): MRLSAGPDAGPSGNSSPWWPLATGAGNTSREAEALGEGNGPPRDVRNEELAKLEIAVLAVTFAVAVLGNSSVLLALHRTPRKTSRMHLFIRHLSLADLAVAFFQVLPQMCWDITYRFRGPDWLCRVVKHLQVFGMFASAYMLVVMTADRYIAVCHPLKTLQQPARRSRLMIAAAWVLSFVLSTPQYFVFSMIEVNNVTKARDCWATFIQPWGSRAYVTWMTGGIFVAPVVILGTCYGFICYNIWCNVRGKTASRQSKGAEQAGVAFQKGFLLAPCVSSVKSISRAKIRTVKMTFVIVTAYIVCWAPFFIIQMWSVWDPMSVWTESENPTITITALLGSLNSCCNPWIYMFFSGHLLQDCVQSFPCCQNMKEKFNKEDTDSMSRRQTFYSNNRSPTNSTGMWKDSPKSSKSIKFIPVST
NS3 helicase inh: HCV NS3 helicase inhibition; NS3 helicase DNA unwinding, Cy5 molecular beacon fluorescence; AID 1800; 290,000 compounds, 0.56% hits; inhibition, % at 10.9 µM;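 active means inhibition above the mean of all tested compounds plus 3 SD, set per campaign, cut at about 35% in these data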;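 further: 0% = DMSO wells and 100% = thioflavine S control wells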
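System: NS3 helicase fragment of HCV / Schedule: 1 h at 25 °C / Control set: DMSO alone as 0% and 110 µM thioflavine S as 100% / Reagent: Cy5/quencher beacon DNA duplex and ATP to start / Technique: Cy5 fluorescence / Replication: singlicate / Evaluation: % inhibition of end-to-start signal ratio versus controls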
Starred values were filed as active, the others as inactive; / = no result given.

mol	GalR3 antagonist	OXTR agonist	IMP-1 inhibitor	GPR7 antag	FID counter	VIM-2 inh	PHOSPHO1 inh	V1R ag counter	NS3 helicase inh
Cc1cc(C)n2c(SCc3cccs3)nnc2n1	4	1.1	-2.6	4	1	-3.1	28	-0.5	2
COC(=O)c1[nH]c2cc(C)ccc2c1NC(=O)CN1CCOCC1	-1	0.4	-2.3	-9	-11	-1.5	1	-0.5	2
Nc1nc(SCc2ccc(Cl)cc2Cl)ns1	-4	2.8	-1.6	-12	-1	-0.7	-1	0.0	-8
CCOC(=O)c1cc(=O)c2ccc(OCC(=O)Nc3ccccc3)cc2o1	0	-1.9	-4.9	-2	-9	-3.7	1	-0.6	7
COc1cccc2c1C(=O)c1ccc3ccccc3c1C2=O	/	0.1	13*	-9	28	1.5	87*	0.5	-45
Clc1ccccc1-c1nnn(Cc2ccc(-c3nn[nH]n3)cc2)n1	-2	0.6	-0.9	24*	-30	-2.1	-2	-0.5	2
COc1ccc(Br)cc1/C=c1\sc2nc(-c3ccco3)nn2c1=O	-4	-0.4	/	/	/	/	-8	0.7	/
COc1ccc(N/N=C(C)/C(=N/O)C(=O)Nc2ccccc2)cc1	-4	-0.9	-2.8	-11	12	-0.2	8	0.6	0
Clc1ccccc1OCCN1CCC(Cc2ccccc2)CC1	-4	7.2	-2.1	16	26	-3.4	46	3.8	-28
NCCCNc1ccc([N+](=O)[O-])cc1C(F)(F)F	-7	1.0	-1.2	10	8	-3.4	3	1.7	-1
COCCSc1ccccc1C(=O)Nc1ccccc1C#N	-4	0.4	-0.5	-10	0	-1.1	51	-0.3	-10
Cc1ccc(OCc2cc(C(=O)NC(C)Cc3cccc(C)n3)no2)cn1 (stereo unspecified)	-9	5.8	0.6	-10	-24	1.3	12	4.7	1
Cc1noc(C)c1COC(=O)c1ccccc1NC(=O)Cc1ccccc1	-5	-2.4	-4.0	-2	-12	-1.8	-5	-1.9	-8
CCOCC(=O)Nc1ccc(Br)c(C)c1	-8	-0.1	-3.9	-13	-3	-2.7	33	1.2	5
COc1ccc(-c2nc(CS(=O)CC(=O)NC3CCCCC3)c(C)o2)cc1 (stereo unspecified)	-7	0.2	-4.3	-5	-46	-2.8	17	0.3	-3
Cc1cccc(C(=O)NNC(=O)CCn2nnc3ccccc32)c1	-7	0.8	-3.4	-12	-1	-1.7	-14	0.1	-6
COc1ccc(CCNC(=O)Cn2nnc3ccccc3c2=O)cc1	-1	0.3	-2.8	-10	1	-2.1	-2	1.2	-9
CCOC(=O)N1CCC(NC(=O)CCc2c(C)nc3nc(C)nn3c2C)CC1	-4	0.3	-2.0	-6	-5	-0.6	11	0.2	-3
COCCN(C(=O)CNC(=O)c1cccs1)C(C(=O)NC1CCCC1)c1cccs1 (stereo unspecified)	0	-0.2	-0.3	-4	-17	-1.7	30	-0.5	6
O=C(NCCN1C(=O)S/C(=C\c2cccnc2)C1=O)C1CC(=O)N(Cc2ccco2)C1 (stereo unspecified)	-2	-0.2	-0.8	-4	0	-0.7	32	-0.6	3
C1=C(c2ccc(-c3ccccc3)cc2)Nc2ncnn2C1c1ccco1 (stereo unspecified)	-3	/	-2.8	26*	-9	-2.7	26	/	7
CC(=O)c1cccc(NC(=O)Cn2cnc(S(=O)(=O)N3CCc4ccccc43)c2)c1	-6	-0.8	-0.2	3	-13	-2.7	20	1.1	1
FC(F)(F)c1nnc(-c2ccccc2)nc1Sc1ccc(Cl)cc1	-2	0.2	-3.5	6	-4	0.4	5	0.0	5
O=C(CSCC(=O)NCc1ccco1)NCc1ccco1	1	1.1	-2.6	3	-1	-2.2	-30	-0.7	-2
CCn1cnc2c(cnn2-c2ccccc2)c1=O	-3	0.0	-0.5	1	-1	1.9	-7	-0.1	7
COc1ccc(CNC(=O)C/C(C)=N/NC(=O)c2ccccc2OC)cc1	-7	-0.2	-5.5	-7	-9	-3.8	22	1.2	-2
CCOC(=O)N1CCN(c2ccc(C(C)=O)cc2F)CC1C (stereo unspecified)	-6	1.2	-0.8	3	-18	-1.8	43	4.6	-1
COc1cccc(-n2cnc(=O)c3cccnc32)c1	-4	-0.1	-2.4	5	-3	-2.2	0	0.5	0
NS(=O)(=O)c1cc(C(=O)N2CCNC(=O)C2)ccc1Cl	-4	0.3	-3.1	-9	-2	-1.8	13	-0.2	9
COCCNC(=O)Cc1ccc(F)cc1	-1	-0.4	-1.5	-3	0	-2.8	18	-0.1	12
CS(=O)(=O)Nc1nc2n(n1)C(c1ccccc1)C=C(c1ccc(Br)cc1)N2 (stereo unspecified)	/	16	-2.2	-15	-25	-1.1	31	18	12
Cc1ccc(NC(=O)CSc2nc3nc(C)cc(C)c3c(=O)[nH]2)cc1	-2	-0.5	-3.7	-5	-5	-2.0	-3	0.0	4
CCN1CCN(c2nc3c(C)cccn3c(=O)c2/C=C(\C#N)C(=O)NCCOC)CC1	-8	-0.2	0.7	9	1	3.7	-3	-0.2	14
COc1ccc(/C=N/NC(=O)c2cc(C)n(-c3ccccc3)c2C)cc1OC	1	-2.2	-2.9	-16	-29	-6.4	-15	-0.7	4
NC(=S)Nc1cccc2cccnc12	-2	1.1	0.2	-3	2	-3.9	-92	0.7	1
CN1CCN2c3ncccc3Cc3ccccc3[C@@H]2C1	-4	0.1	-5.7	-9	4	-4.6	20	0.3	2
O=c1c2oc3ccccc3c2ncn1Cc1ccc(F)cc1	2	0.3	0.3	-5	-10	-2.7	-29	-0.5	-1
CC(C)(C)OC(=O)NCCCC[C@H](NC(=O)c1nc[nH]c1C(=O)NC1CCN(C(=O)OC(C)(C)C)CC1)C(=O)OC(C)(C)C	-6	-2.3	/	/	/	/	4	-0.8	/
CCC(=O)NC(=S)Nc1ccc(NC(=O)COc2ccc(Cl)c(C)c2)cc1	-5	0.3	3.3	-6	-4	-1.1	-7	1.5	-1
O=C(c1csc2c1CCCCC2)N1CCN(c2ncccn2)CC1	-3	0.0	-1.6	2	-32	-2.3	7	-0.7	-7
Cc1cc(NC(=O)CCN2CCCCC2)ccc1Br	-9	2.0	-1.7	-4	11	-0.6	-12	-1.0	-3
CC(C)Oc1cc(C(=O)NC2CCCCC2)c2ccccc2n1	-1	-1.0	2.4	2	-33	0.1	19	-0.2	-8
CCCNC(=O)C(Cc1ccccc1)NS(=O)(=O)c1ccc2c(c1)c(=O)n(C)c(=O)n2C (stereo unspecified)	2	-0.8	0.3	6	-8	-0.2	-1	0.7	6
CCn1c(CSc2nncn2-c2ccc(OC)cc2)nc2cc(S(=O)(=O)N(C)C)ccc21	-3	0.1	-4.2	-3	-13	-4.9	60	-0.4	9
COCCNC(=O)COc1ccc(N(C)S(=O)(=O)c2ccc3ccccc3c2)cc1	-7	-1.2	-2.4	4	-36	0.1	-3	1.5	-3
Cc1ccccc1S(=O)(=O)Cc1ccc(C(=O)NCc2cccnc2)o1	7	0.6	-3.0	-5	-7	-1.5	-18	-0.2	-6
CCCOc1cc(C)c(S(=O)(=O)NCCOC)cc1C	7	-0.2	-0.8	-19	-14	-1.6	-5	0.9	1
CCCOc1ccc(NC(=O)C2CC(=O)N3CCCN=C3S2)cc1 (stereo unspecified)	-3	-1.6	-2.3	-19	-9	-3.2	4	-0.1	1

Shown with values under each structure: part of the list above
Results follow in this order: GalR3 antagonist | OXTR agonist | IMP-1 inhibitor | GPR7 antag | FID counter | VIM-2 inh | PHOSPHO1 inh | V1R ag counter | NS3 helicase inh
> CCC(=O)NC(=S)Nc1ccc(NC(=O)COc2ccc(Cl)c(C)c2)cc1
→ -5 | 0.3 | 3.3 | -6 | -4 | -1.1 | -7 | 1.5 | -1
> O=C(c1csc2c1CCCCC2)N1CCN(c2ncccn2)CC1
→ -3 | 0.0 | -1.6 | 2 | -32 | -2.3 | 7 | -0.7 | -7

Next compounds
mol	GalR3 antagonist	OXTR agonist	IMP-1 inhibitor	GPR7 antag	FID counter	VIM-2 inh	PHOSPHO1 inh	V1R ag counter	NS3 helicase inh
CC(=O)c1ccc(NC(=O)c2noc(C(C)C)c2[N+](=O)[O-])cc1	2	0.0	-1.6	0	3	-3.7	-20	-0.8	-2
O=C(NCc1ccccn1)c1nc(Cn2cc([N+](=O)[O-])cn2)no1	-9	0.5	-1.7	7	-6	-6.8	43	1.5	7
CC(C)N1C(=O)c2ccc(C(=O)O)cc2C1=O	-2	-0.2	-2.2	-12	1	-0.4	14	0.1	9
COCCNC(=O)C(c1ccc(Cl)cc1)N(C(=O)CCC(=O)Nc1ccccn1)C1CCCC1 (stereo unspecified)	-3	0.3	-2.5	-5	-33	0.5	-6	-0.7	-12
O=[N+]([O-])c1cc(CN2CCOCC2)c2cccnc2c1O	/	/	-2.4	-3	-10	46*	6	/	1
Cc1cccc(C)c1NC(=O)c1cccc2c1-c1ccccc1C2=O	-1	-0.7	-3.9	1	0	-1.0	-3	0.3	3
C[C@@H](C(=O)Nc1ccc2c(c1)OCCO2)n1c(=O)[nH]c2ccccc2c1=O	-6	0.8	-4.0	-7	-1	-3.0	34	0.7	-5
CC(C)N(Cc1nc(-c2ccc(Cl)cc2)no1)C(=O)CN(C)S(=O)(=O)c1ccc(Cl)cc1	/	-0.9	-0.6	-8	-4	-2.5	-14	-0.8	0
Cc1ccnc(N2CCN(C(=O)CSc3nc4ccccc4nc3N3CCC(C)CC3)CC2)c1	-6	-1.9	-1.8	-15	-1	-0.9	-4	-0.5	3
Cc1ccc(Nc2nnc(SCC(=O)NC3CCS(=O)(=O)C3)s2)c(C)c1 (stereo unspecified)	-6	-0.8	-2.5	9	-7	-0.8	6	0.7	-1
CCc1nc2ccccc2c(C(=O)Nc2cc(C)ccc2C)c1C	-10	-2.0	-2.3	-14	-18	0.1	/	-1.0	5
O=c1[nH]c(N/N=C/c2ccccc2)nc2ccccc12	-3	-0.1	-2.9	-3	-2	-3.1	35	0.4	0
O=C(/C=C/c1cccs1)Nc1cccnc1	-1	0.8	-1.7	8	1	-3.3	-13	1.9	-2
COC(=O)c1ccc(NC(c2ccc(Cl)cc2)P(=O)(OC)OC)cc1 (stereo unspecified)	-4	1.0	-0.7	6	-15	-3.9	-6	1.1	-8
O=C(Nc1ccccc1)C1=C(N2CCOCC2)/C(=C/c2cccnc2)CC1	0	-0.3	-2.3	5	-6	-2.6	-6	0.8	-2
Cc1cc(C(=O)CSc2nc3ccc(Cl)cc3[nH]2)c(C)n1C	10	1.4	-3.1	0	-10	-1.4	86*	0.3	11
CCCC(=O)NC1C2CC3CC(C2)CC1C3 (stereo unspecified)	-3	0.1	0.3	17	0	-1.5	-2	0.5	-16
COC(=O)c1ccccc1NC(=O)/C=C/C(=O)O	2	-1.1	-5.5	1	4	-1.8	-51	0.2	-5
Cc1ccc(C2=NN3C(C(=O)c4ccccc4)Oc4ccccc4C3C2)cc1 (stereo unspecified)	-3	-1.5	-2.8	1	-4	-1.7	18	-0.2	-4
CCc1ccc(-c2cc(C)no2)cc1S(=O)(=O)Nc1ccc(C)cn1	-2	-0.1	-1.8	-14	-34	0.6	28	1.2	-6
